Compound activity from PubChem BioAssay.
MsrA inhibitor = bovine MsrA enzyme inhibitors, primary screen, biochemical, absorbance, HTS; Methionine sulfoxide reductase A (Bos taurus); 360,000 compounds, 0.75% hits; AID 651718, 2012; inhibition, % at 15.5 µM; purified bovine MsrA, absorbance read-out; in the data active = inhibition above about 4.5%;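 also: 0% = vehicle wells with enzyme and 100% = reference inhibitor wells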
NRP1-CendR mod = modulators of CendR peptide binding to NRP-1, primary screen, biochemical, fluorescence polarization, uHTS; Neuropilin-1 (Homo sapiens), O14786; 360,000 compounds, 0.85% hits; inhibition, % at 25 µM; FAM-RPARPAR peptide binding to NRP-1;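 active = inhibition or corrected inhibition above about 18%, plus a signal ratio from 0.5 to 1.5, limit read from the data, passing the limit was not always enough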; also: strong numbers were not always called active
FAS-TE inh = FAS thioesterase domain inhibitors, primary screen, biochemical, fluorescence intensity, uHTS; inhibition, % at 15 µM; AID 602261, 2012; 360,000 compounds, 0.67% hits; recombinant FAS-TE, OMFH fluorogenic substrate, fluorescence endpoint; Fatty acid synthase (Homo sapiens), P49327;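 active = compounds whose normalised, plate-corrected inhibition of enzyme fluorescence in the single-dose primary screen is 50% or more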;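 also: 0% = DMSO with enzyme and 100% = substrate without enzyme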
MsrA act = bovine MsrA enzyme activators, primary screen, biochemical, absorbance, HTS | Methionine sulfoxide reductase A (Bos taurus) | purified bovine MsrA, absorbance read-out | activation, % at 10.6 µM | 360,000 compounds, 0.3% hits | AID 602163, 2012; in the data active = activation above about 7.5%;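 also: 0% = vehicle and 100% = reference activator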
eLon inh = inhibitors of E. coli Lon protease, primary screen, biochemical, fluorescence polarization; P0A9M0; purified E. coli Lon protease; inhibition, % at 7.94 µM; 360,000 compounds, 0.42% hits; in the data active = inhibition above about 13%, passing the limit was not always enough;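 also: 0% = enzyme with probe and DMSO and 100% = no enzyme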
Target sequence (P0A9M0 whole entry, looked up): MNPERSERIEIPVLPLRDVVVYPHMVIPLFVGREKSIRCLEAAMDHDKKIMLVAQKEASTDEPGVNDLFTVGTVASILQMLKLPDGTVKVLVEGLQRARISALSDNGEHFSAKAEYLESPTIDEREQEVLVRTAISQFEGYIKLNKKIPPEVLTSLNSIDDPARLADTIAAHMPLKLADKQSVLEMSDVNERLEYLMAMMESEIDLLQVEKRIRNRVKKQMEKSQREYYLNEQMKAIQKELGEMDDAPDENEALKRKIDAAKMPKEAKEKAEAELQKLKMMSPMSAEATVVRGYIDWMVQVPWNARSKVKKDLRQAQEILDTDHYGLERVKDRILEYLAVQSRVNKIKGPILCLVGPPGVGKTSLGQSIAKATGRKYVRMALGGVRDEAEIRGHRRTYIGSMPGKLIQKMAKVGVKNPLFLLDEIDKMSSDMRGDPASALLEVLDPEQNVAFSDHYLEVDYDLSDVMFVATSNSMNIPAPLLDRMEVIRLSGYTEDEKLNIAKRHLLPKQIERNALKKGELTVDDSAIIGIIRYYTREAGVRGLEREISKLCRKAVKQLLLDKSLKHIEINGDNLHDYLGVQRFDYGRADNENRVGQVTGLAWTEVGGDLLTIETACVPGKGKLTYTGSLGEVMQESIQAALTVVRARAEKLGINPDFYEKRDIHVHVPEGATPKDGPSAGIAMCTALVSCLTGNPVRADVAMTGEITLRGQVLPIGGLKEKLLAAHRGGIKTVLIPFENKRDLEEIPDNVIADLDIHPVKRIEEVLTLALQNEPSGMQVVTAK
Neddylation inh = inhibitors of cullin neddylation, primary screen, biochemical, TR-FRET, uHTS, NAE and Ubc12 | NEDD8-conjugating enzyme Ubc12 (Homo sapiens) + NEDD8-activating enzyme E1 regulatory … | calls only at 25 µM | 360,000 compounds, 0.58% hits | AID 651699, 2012; in the data active = inhibition above about 36%
Rin1 Abl inh = inhibitors of Rin1-Abl protein binding, primary screen, biochemical, TR-FRET; 360,000 compounds, 0.4% hits; inhibition, % at 7.35 µM; Tyrosine-protein kinase ABL1 (Homo sapiens) + Ras and Rab interactor 1 (Homo sapiens), …; in the data active = inhibition above about 5%, passing the limit was not always enough
SKN-1 block = suppressors of acrylamide-induced Pgst-4::GFP reporter in worms, primary screen, SKN-1 inhibitor project, whole organism, uHTS, GFP/RFP fluorescence ratio, strain VP596. inhibition, % at 21.8 µM. 360,000 compounds, 0.49% hits. AID 624304, 2012. C. elegans VP596 Pgst-4::GFP/RFP ratio, 24 h;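 active = interference check ratio from 0.5 to 1.5 plus GFP to RFP signal ratio inhibition reaching or exceeding a fixed threshold, cut at about 30% in these data, passing the limit was not always enough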; also: some compounds called inactive have numbers as strong as hits
MT1-MMP act inh = blockers of MT1-MMP proenzyme processing, primary screen, HT1080 RFP-PRO-GFP cells, GFP/RFP fluorescence | GFP/RFP ratio fluorescence, overnight; percent of plate control window, DMSO zero | 360,000 compounds, 0.061% hits | GFP/RFP ratio change, % at 20 µM | AID 651647, 2012 | Matrix metalloproteinase-14 (Homo sapiens), P50281;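 active = GFP/RFP ratio change of at least 30% with cell ATP level not reduced by more than half and red fluorescence within 50% of control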; also: strong numbers were not always called active
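Assay system: RFP-PRO-GFP reporter HT1080 cells; read-out basis: GFP/RFP fluorescence ratio; benchmarks: DMSO wells and RFP-L50D-GFP cells; doses: 20 µM single dose, 1% DMSO; schedule: overnight cell settling, then overnight compound exposure, 37 °C, 5% CO2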
An asterisk follows results filed as active; i = inactive; · = no result given; + = active, no number. Rows are unselected; 4.2% or so of the library scored in one or more.

Start of the listing, in advance:
Second line of a record – MsrA inhibitor	NRP1-CendR mod	FAS-TE inh	MsrA act	eLon inh	Neddylation inh	Rin1 Abl inh	SKN-1 block	MT1-MMP act inh
COc1ccc([N+](=O)[O-])cc1NC(=O)CSc1ccc2ccccc2c1
 : 1.1	-5	55*	-5	3	i	1	-3	-1
O=C(CCC(=O)Nc1ccccc1)NNC(=O)c1cccs1
 : 0.1	5	-10	-1	-7	i	-3	-10	-6

Results, repeating the preview:
Second line of a record – MsrA inhibitor	NRP1-CendR mod	FAS-TE inh	MsrA act	eLon inh	Neddylation inh	Rin1 Abl inh	SKN-1 block	MT1-MMP act inh
COc1ccc([N+](=O)[O-])cc1NC(=O)CSc1ccc2ccccc2c1
 : 1.1	-5	55*	-5	3	i	1	-3	-1
O=C(CCC(=O)Nc1ccccc1)NNC(=O)c1cccs1
 : 0.1	5	-10	-1	-7	i	-3	-10	-6
COc1ccc(Cl)cc1C(=O)NNC(=O)c1n[nH]c2ccccc12
 : 0.7	1	3	-2	5	i	-1	-12	-4
Cc1ccccc1NC(=O)c1cccc(NC(=O)CCC(=O)O)c1
 : -0.4	23*	3	-2	-7	i	-1	-3	-3
CCOc1ccccc1N1CCN(C(=O)c2cccc(-c3ccc(O)cc3)c2)CC1
 : 1.1	5	8	-9	-5	i	3	-18	·
O=S(=O)(c1ccccc1Cl)N1CCC(O)(c2cccnc2)CC1
 : 0.3	-2	2	-3	1	i	1	-1	-4
Cc1ccc(F)c(NC(=O)CCc2ccccc2)c1
 : -0.1	-3	-9	-12	0	i	0	10	10
COc1ccccc1NS(=O)(=O)c1cc(NC(=O)c2ccc3c(c2)OCCO3)ccc1C
 : -1.0	30*	8	0	-14	i	0	2	-3
N=c1c2c(-c3ccccc3)c(-c3ccccc3)n(Cc3ccccc3)c2ncn1CCCn1ccnc1
 : 0.6	-1	-35	1	-5	i	-4	1	-9
Cc1cn(CC(=O)NCCNc2ccc([N+](=O)[O-])cn2)c(=O)[nH]c1=O
 : 1.8	-2	-1	-4	-12	i	-6	-6	2
COc1cccc(-c2csc3ncnc(Sc4nnnn4C)c23)c1
 : 3.0	2	2	-2	2	i	0	9	-12
COc1ccc(N(C(=O)c2snc(C(N)=O)c2N)C(C(=O)NCc2ccc(F)cc2)c2ccc(C)o2)c(OC)c1 (configuration not stated)
 : 1.1	6	13	-3	-4	i	-1	8	-10
CCOC(=O)C1CCCN(c2nnnn2-c2ccccc2)C1 (configuration not stated)
 : -0.5	2	-6	-3	-11	i	0	-1	4
O=C(N/N=C/c1ccco1)c1cc(-c2ccc3ccccc3c2)n[nH]1
 : -0.2	-10	20	-5	-4	i	-11	-3	4
CC(=O)Nc1ccc(/C=N/N2CCCCC2)cc1
 : -0.7	0	-4	-4	-1	i	5	1	1

Second line of a record – MsrA inhibitor	NRP1-CendR mod	FAS-TE inh	MsrA act	eLon inh	Neddylation inh	Rin1 Abl inh	SKN-1 block	MT1-MMP act inh
C/C(=N\N)c1c(-c2ccccc2)c2cc(C)ccc2[nH]c1=O
 : 0.7	7	-4	-6	4	i	-2	3	1
Cc1ccc(C(=O)NC2CCCCCCC2)c(Cl)c1
 : -0.4	-2	0	-4	-5	i	0	-5	4
C=CCSc1nnc(NC(=O)c2ccc(Cl)nc2)s1
 : 0.9	-8	-4	-3	-11	i	-2	7	12
Cc1nc2sc3c(c2c(=O)o1)CCC3
 : 2.3	-7	-6	-4	1	i	0	20	0
COc1ccc2oc(=O)c(-c3nc4ccccc4o3)cc2c1
 : 2.6	0	1	-2	0	+	1	-15	-15
CCC(c1c(C)[nH]oc1=O)c1c(C)[nH]oc1=O
 : -0.5	0	-7	-6	0	i	-2	2	-14
CCC1CCCCN1CCCNC(=O)c1ccc(CS(=O)(=O)c2ccccc2OC)o1 (configuration not stated)
 : -1.2	10	-4	-1	-19	i	0	-1	-3
COc1cccc(C2CC(c3ccccc3Cl)n3nc(N)nc3N2)c1 (configuration not stated)
 : -0.6	4	-4	-2	6	i	-4	0	6
O=S(=O)(c1ccc(C2CCCCC2)cc1)N1CCOCC1
 : 0.2	-6	22	-7	1	i	4	10	3
CC(=O)N/N=C(\C)CCc1ccccc1
 : 0.1	1	-4	1	2	i	1	-2	-8
Cc1cccc(C)c1N1C(=O)CCC(C)(C)C1=O
 : 0.2	-8	-5	-2	3	i	-4	-16	2
O=C(NCC1CCCO1)c1ccc2c(=O)n(Cc3ccc(Cl)cc3)c(=S)[nH]c2c1 (configuration not stated)
 : -1.2	19	1	-3	-2	i	-4	1	3
CCCCCCCC1CC(CSc2ncn[nH]2)OC1=O (configuration not stated)
 : -1.8	6	-147	-4	2	i	-2	2	1
COc1ccc(C(=O)NNC(=O)CN2CCC(n3nnc4cc(C)ccc43)CC2)cc1
 : -1.0	-10	-10	-2	-9	i	-1	3	-6
O=C1CCC2(CCCC2)c2ccccc21
 : 0.0	-3	-3	-8	13	i	0	7	-5

Second line of a record – MsrA inhibitor	NRP1-CendR mod	FAS-TE inh	MsrA act	eLon inh	Neddylation inh	Rin1 Abl inh	SKN-1 block	MT1-MMP act inh
CCc1cc2c(NC(Cc3ccccc3)C(=O)O)ncnc2s1 (configuration not stated)
 : 0.2	8	-5	-3	-1	i	-1	16	-1
COC(=O)c1cc2ccsc2n1CC(=O)NCC1CCCO1 (configuration not stated)
 : 1.3	-18	-6	-2	0	i	0	4	1
CCCN1Cc2cccc(C(=O)NC3CCCC3)c2C1=O
 : -1.8	1	-6	-5	2	i	-1	0	1
CCN(C[C@H]1N[C@@](C)(C(=O)OC)[C@H]2C(=O)N(C)C(=O)[C@@H]12)C(=O)c1ccccc1
 : 0.4	-1	-10	-1	-5	i	0	0	1
COc1ccc(C(CC(=O)O)NC(=O)Cc2ccccc2)cc1OC (configuration not stated)
 : -1.2	1	-2	-10	-6	i	-1	-4	5
Cc1cccc2c1CCCC2=O
 : 0.2	-10	-4	-1	-1	i	3	-3	-3
CSc1nc2ccc(NS(=O)(=O)c3c(Cl)cccc3Cl)cc2s1
 : 0.2	-4	11	-6	-1	i	1	3	-3
O=C(Nc1cccn2ncnc12)C(F)(F)F
 : 1.2	6	-4	-4	5	i	0	4	2
COc1ccc(NC(=O)C2(C)CCN2Cc2ccc(C(C)C)cc2)cc1OC (configuration not stated)
 : -0.4	18	9	-6	2	i	0	-2	4
O=[N+]([O-])c1nn(-c2ccccc2)n(O)c1=NCCc1ccccc1
 : 1.3	-5	-3	-1	6	i	-3	27	4
CCO[C@H]1OC(C(=O)NCc2ccccc2)=C[C@@H](c2cn(C(C)=O)c3ccccc23)[C@@H]1CCCO
 : 0.5	12	-1	4	-5	i	-1	13	-2
O=C1CC(C(=O)NCCc2ccccc2)SC(=Nc2ccccc2)N1 (configuration not stated)
 : -0.8	10	0	-4	6	i	0	10	0
COc1ccc(CNC(=O)N2CCN(C(=O)c3ccccc3)CC2)cc1
 : -0.2	-2	-6	-9	2	i	3	5	4
CC1C(=O)CC2C3(C)CCC2(C(C)C(=O)O)C(=O)C13 (configuration not stated)
 : 0.2	12	-7	-4	-8	i	-4	12	1
CCN(CC)S(=O)(=O)c1ccc(NC(=O)c2c(-c3ccccc3)noc2C)cc1
 : 0.4	14	18	-4	-2	i	5	17	-6

Second line of a record – MsrA inhibitor	NRP1-CendR mod	FAS-TE inh	MsrA act	eLon inh	Neddylation inh	Rin1 Abl inh	SKN-1 block	MT1-MMP act inh
Cc1ccc(C)c(C(=O)CCC(=O)N2CCN(c3ncccn3)CC2)c1
 : 0.0	7	-3	0	-2	i	-2	-11	1
O=C1c2ccccc2C(=O)N1CCc1nc(-c2ccc(Cl)cc2)no1
 : 0.0	-2	-4	1	0	i	-1	48*	1
CC1=CC(c2ccc(Cl)cc2)n2ncnc2N1 (configuration not stated)
 : -0.8	21	-11	-7	5	+	5	1	-1
Cc1cc[n+](-c2[nH]c(=O)sc2/C=N/NC(=O)c2ccccc2[O-])cc1C
 : 4.4	6	-7	-1	-4	i	0	-7	-4
COc1ccc(C(=O)N[C@H]2CCCCNC2=O)cc1OC1CCN(C(C)C)CC1
 : -0.8	7	-7	-4	-7	i	0	14	2
Cc1ccc2c(CN3CCCCC3C)cc(=O)oc2c1C (configuration not stated)
 : 1.3	12	13	-4	-3	i	-3	7	1
O=C(Nc1ccccc1Cl)C(Cl)C(=O)c1ccccc1 (configuration not stated)
 : -0.6	6	-3	-6	4	i	3	9	1
O=C(c1[nH]c(C(F)(F)F)nc1-c1ccccc1)N1CCN(c2c(Cl)cncc2Cl)CC1
 : -0.3	0	-6	-10	-3	i	1	-1	-4
COc1ccc2nc(/C=N/NC(=O)CCCCCNC(=O)OC(C)(C)C)ccc2c1
 : 0.4	-2	-4	-1	0	·	-4	2	-2
Cc1cc2nc3c(nc2cc1C)C(O)=C3O
 : 1.8	-1	-10	-12	12	i	3	-18	1
Cc1cc(C(=O)COC(=O)C2=NNC(=O)CC2)c(C)n1-c1cccc(C(F)(F)F)c1
 : -1.0	-22	-5	-3	1	i	1	6	6
COc1ccc(OC)c(S(=O)(=O)NCc2nc3nc(C)cc(C)n3n2)c1
 : 1.1	-6	-4	-3	-5	i	0	-6	0
Cc1cc(Br)ccc1NCc1ccccn1
 : 0.1	1	2	-7	0	i	5	15	7
Nc1nc(SCC(=O)NC2CCCc3ccccc32)n[nH]1 (configuration not stated)
 : 0.7	1	-10	-3	-1	i	-8	-5	-1
CN1CCN(c2nc3c(c(=O)[nH]c(=O)n3C)n2CCCSc2nnnn2-c2ccccc2)CC1
 : 0.3	5	-1	1	3	i	1	-4	-3

Second line of a record – MsrA inhibitor	NRP1-CendR mod	FAS-TE inh	MsrA act	eLon inh	Neddylation inh	Rin1 Abl inh	SKN-1 block	MT1-MMP act inh
CCCCS(=O)(=O)N1CCC(C(=O)Oc2ccc(Cl)cc2)CC1
 : -1.0	0	3	-6	-2	i	1	5	4
COc1cc(Cl)cc2c1Sc1ccccc1/C2=C/CCN(C)C
 : ·	10	6	-3	1	i	-1	-4	-15
COC(=O)Cn1cccc1C(=O)c1ccccc1
 : 0.5	8	-7	0	0	i	-1	13	4
C/C(=N\Nc1ccc2nncn2n1)c1ccco1
 : 2.0	8	-8	-1	3	i	-4	13	3
